# Source: PubChem
# eIF4E 4G PPI: eIF4E–eIF4G protein interaction inhibitors, primary screen, biochemical, uHTS, TR-FRET, eIF4GI fragment | AID 782, 2007 | inhibition, % at 21.7 µM | 0.37% of 220,000 active | TR-FRET eIF4E-eIF4GI(517-606) binding, 2 h | Eukaryotic translation initiation factor 4E (Mus musculus) + Eukaryotic translation …;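 active = inhibition above about 30%, limit read from the data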;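 note: 0% = full FRET control wells and 100% = background wells lacking eIF4GI fragment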
# FXIa inh: human FXIa protease inhibitors, primary screen, biochemical, 1536-well. AID 798, 2007. Coagulation factor XI (Homo sapiens), P03951. 0.14% of 220,000 active. purified FXIa, Boc-Glu-Ala-Arg-AMC fluorogenic substrate. inhibition, % at 5 µM;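 active = inhibition of at least 40%; inactive = inhibition below 40%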;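 note: fluorescence of freed AMC excited at 355 nm; 0% = enzyme without compound and 100% = no enzyme blank; many of its hits are not listed in these tables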
# Wee1 degr inh: Wee1 degradation inhibitors, primary screen, cell-based, HeLa, Wee1K328M-luciferase, luminescence. Wee1-like protein kinase (Homo sapiens), P30291. HeLa Luc-Wee1K328M stability; 100% = proteasome inhibitor MG132 effect. reporter increase, % at 5 µM. 1.2% of 220,000 active. AID 1321, 2008;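 active = activation above the mean of all tested compounds plus 3 SD, set per screening run, cut at about 8.8% in these data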;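 note: cells exposed to compound for 20 h before luminescence read; 0% = DMSO alone and 100% = MG132 at 30 µM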
# FXIIa inh 1536: human FXIIa protease inhibitors, primary screen, biochemical, 1536-well; purified FXIIa, Boc-QGR-AMC fluorogenic substrate, 2 h; Coagulation factor XII (Homo sapiens), P00748; inhibition, % at 5 µM; AID 800, 2007; 0.3% of 220,000 active; in the data active = inhibition above about 40%;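 note: 0% = enzyme with no compound and 100% = blank without enzyme; many of its hits are not listed in these tables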
# Rad51 HR inh: human RAD51 strand exchange inhibitors, primary screen, biochemical, fluorescence | DNA repair protein RAD51 homolog 1 (Homo sapiens), Q06609 | hRad51 DNA strand exchange, fluorescence dequenching | inhibition, % at 10 µM | 0.085% of 200,000 active | AID 1385, 2008;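 active = inhibition above 40% at the single screening dose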;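 note: 0% = DMSO control wells and 100% = blanks with heterologous ssDNA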
#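 Material: hRad51 filaments on single-stranded DNA; Reagent: Donor/quencher-labelled 47-bp dsDNA substrate; Compound: 10 µM final, single point; Schedule: 37 °C 15-min filament assembly, 30-min compound preincubation, 15-min exchange; Technique: FRET fluorescence, excitation 485 nm, emission 520 nm; Benchmarks: control wells and blank wells on each plate.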
# hK5 inh: human KLK5 protease inhibitors, primary screen, biochemical, 1536-well; recombinant hK5, fluorogenic AMC substrate cleavage; 0.59% of 210,000 active; inhibition, % at 5 µM; Kallikrein-5 (Homo sapiens), Q9Y337;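 active = inhibition of 40% or more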;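 note: 0% = enzyme controls without compound and 100% = no-enzyme blanks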
# Target sequence (Q9Y337 67-293 limits assumed): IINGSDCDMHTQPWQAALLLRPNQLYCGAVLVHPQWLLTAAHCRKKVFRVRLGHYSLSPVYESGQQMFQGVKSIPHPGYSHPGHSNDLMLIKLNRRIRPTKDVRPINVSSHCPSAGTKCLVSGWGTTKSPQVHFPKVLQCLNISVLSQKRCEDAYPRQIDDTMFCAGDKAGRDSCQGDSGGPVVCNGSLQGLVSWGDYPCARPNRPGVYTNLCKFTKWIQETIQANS
# Mdm2 ligase inh: MDM2-luciferase reporter signal enhancers, primary screen, MDM2 E3 ligase inhibitor project, cell-based, luminescence, 1536-well; E3 ubiquitin-protein ligase Mdm2 (Homo sapiens), Q00987; signal enhancement, % at 5 µM; cell-based MDM2 ubiquitination luciferase reporter, 2 h; 0 = plate control, 100 = twice control, blank-subtracted; 0.11% of 210,000 active;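 active = signal enhancement of 30% or more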;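 note: luminescence tracks abundance of the self-degrading MDM2-luciferase fusion protein; higher signal means inhibition of MDM2 E3 ligase activity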
# Target sequence (Q00987 whole entry, looked up, the tested form may be a part): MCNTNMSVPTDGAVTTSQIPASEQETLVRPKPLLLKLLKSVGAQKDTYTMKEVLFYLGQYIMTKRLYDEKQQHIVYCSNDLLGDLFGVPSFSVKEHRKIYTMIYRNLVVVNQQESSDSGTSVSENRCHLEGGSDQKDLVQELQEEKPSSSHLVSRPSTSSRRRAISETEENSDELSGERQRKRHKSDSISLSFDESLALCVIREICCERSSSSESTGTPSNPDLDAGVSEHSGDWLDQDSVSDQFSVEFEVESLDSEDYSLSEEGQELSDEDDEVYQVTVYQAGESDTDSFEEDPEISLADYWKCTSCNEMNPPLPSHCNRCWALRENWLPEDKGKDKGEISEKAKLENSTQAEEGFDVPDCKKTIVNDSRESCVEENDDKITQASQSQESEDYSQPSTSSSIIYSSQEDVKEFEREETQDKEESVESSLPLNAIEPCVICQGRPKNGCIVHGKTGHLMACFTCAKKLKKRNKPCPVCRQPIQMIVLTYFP
#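 Assay system: stable mammalian line carrying autodegrading MDM2–luciferase fusion reporter; Input: 2000 cells in each well; Compound dosing: single-point 5 µM; Schedule: 2 h compound exposure at 37 °C; Signal: SteadyLite luciferase luminescence after 15 min room-temperature reagent incubation; Evaluation: % luminescence enhancement versus blank-corrected plate control mean; Benchmarks: plate controls and plate blanks.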
# 14-3-3 Bad PPI: inhibitors of 14-3-3 zeta/Bad binding, primary screen, biochemical, TR-FRET, bovine 14-3-3 zeta; AID 781, 2007; 0.71% of 220,000 active; inhibition, % at 21.7 µM; TR-FRET 14-3-3zeta/Dy647-pBad peptide displacement, 1 h;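 active = inhibition above about 70%, limit read from the data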;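 note: 0% = full 14-3-3 plus peptide FRET controls and 100% = background without 14-3-3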
# Target sequence (P63103 whole entry, looked up): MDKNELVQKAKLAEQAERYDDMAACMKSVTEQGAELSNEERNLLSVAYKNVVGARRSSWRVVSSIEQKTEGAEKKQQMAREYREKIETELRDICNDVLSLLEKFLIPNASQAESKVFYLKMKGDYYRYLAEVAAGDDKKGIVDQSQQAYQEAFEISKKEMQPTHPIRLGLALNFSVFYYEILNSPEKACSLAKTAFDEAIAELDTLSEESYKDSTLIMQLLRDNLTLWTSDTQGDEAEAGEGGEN
# p97 inhibitor: inhibitors of human p97 ATPase, primary screen, biochemical | Transitional endoplasmic reticulum ATPase (Homo sapiens), P55072 | recombinant p97 ATPase, Kinase-Glo ATP luminescence, 3 h | inhibition, % at 8 µM | 0.42% of 220,000 active | AID 1481, 2009; in the data active = inhibition above about 15%;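 note: 0% = DMSO vehicle and 100% = wells lacking enzyme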
# The depositor's hits bear a star; nt = not tested or not shown; [ ] = another dose, or the depositor's remark. Rows were taken by chance; 3.5% or so of the library scored in one or more.
SMILES,eIF4E 4G PPI,FXIa inh,Wee1 degr inh,FXIIa inh 1536,Rad51 HR inh,hK5 inh,Mdm2 ligase inh,14-3-3 Bad PPI,p97 inhibitor
O=C(Nc1ccc2oc(-c3cccnc3)nc2c1)c1ccc2c(c1)OCCO2,10,-6,2,2,11,-5,-16,81*,2
Clc1ccc(CN2CCCCCCC2)cc1Cl,2,-2,9,4,7,-22,-3,39,0
CN(C)CCOC(c1ccccc1)c1ccccc1 (tested in a mixture with another compound),5,-3,-4,1,5,-12,nt,8,1
CCC(=O)Nc1ccc(/C=C(\C(C)=O)C(=O)c2ccccc2)cc1,-1,1,-3,5,4,3,-23,2,7
C=CCn1c(SCC(=O)c2cc(C)n(CC3CCCO3)c2C)nnc1-c1ccccc1 (stereo not drawn),-1,12,-1,6,-3,4,-9,-13,-1
CN1CCN(CCC(=O)N2c3ccccc3Sc3ccc(Cl)cc32)CC1,1[fluorescence artefact?],-12,-1,-1,-6,-6,-17,32,2
O=c1[nH]c(-c2cccs2)nc2ccccc12,1,1,-1,13,-3,2,-21,6,-3
Cc1nc(C(F)(F)F)c(C(=O)N=CN(C)C)s1,4,-6,2,-4,-12,-13,-8,0,0
COCc1cc(C)nc(N2CCCCC2)c1C#N,1,7,0,17,3,-7,-3,0,8
N#Cc1c(C#N)c(O)c2ccccc2c1O,-1,3,8,11,-25,3,-57,5,6
Cc1cc(C)cc(NC(=S)NCC2CCN(C(C)c3ccccc3)C2)c1 (stereo not drawn),0,2,3,7,nt,nt,-10,-2,0
CCn1c(CC(=O)Nc2ccc(Cl)c(Cl)c2)nnc1SCc1ccc(Cl)cc1,0,27,1,10,-1,-6,4,8,1
Cc1ccc2c(c1)C1CN(C)CCC1N2C(=S)Nc1ccc(Cl)cc1Cl (stereo not drawn),-2,-2,-2,6,-2,-1,-13,-1,3
COc1ccccc1NC(=O)Cn1cnc2c1c(=O)n(C)c(=O)n2C,6,-2,2,6,-9,-18,-14,9,-1
Cc1ccc2c(CC(=O)NCCc3ccc(S(N)(=O)=O)cc3)coc2c1,-8,-4,-1,7,-3,-2,nt,3,0
O=C(Nc1nccs1)C12CC3CC(C1)CC(C(=O)Nc1nccs1)(C3)C2,6,-1,-1,8,6,1,-5,5,7
CCCCOC(=O)c1ccc(NC(=O)C(CCS(C)(=O)=O)NC(C)=O)cc1 (stereo not drawn),2,-12,2,-2,nt,-10,0,-1,6
CCN(CC)S(=O)(=O)c1cccc(-c2nnc(C(=O)c3ccc(C(F)(F)F)cc3)o2)c1,3,5,0,14,-7,-9,-11,-9[fluorescence artefact?],-1
COc1ccc(-c2c3c(cc(C)[n+]2[O-])oc2ccc(OC)cc23)cc1,-2,6,-1,13,1,-1,-30,4,-3
Cc1ccc(-c2nnc(-c3cccc(Br)c3)o2)cc1,3,8,5,3,-3,5,-10,2,0
Cc1nc2c(C(=O)NCc3ccco3)cnn2c(C)c1Cc1ccc(F)cc1Cl,1,8,1,17,1,-9,-13,12,6
O=C(NNc1cccc(Cl)n1)C(F)(F)F,4,-5,1,3,-4,-5,2,-5,4
O=C(CCS(=O)(=O)c1ccc(Cl)cc1)NCCc1c[nH]c2ccccc12,-1,0,-1,10,-14,10,8,-7,2
Cc1ccccc1CN(c1ccc(C(N)=O)cc1)S(C)(=O)=O,8,0,-2,12,2,-11,-22,-9,6
Cc1nc(-c2cccc(S(=O)(=O)N3CCOCC3)c2)cs1,-5,-10,-2,-4,3,-4,-11,-15[fluorescence artefact?],0

# Full records, looked up by structure. Order of screens: eIF4E 4G PPI	FXIa inh	Wee1 degr inh	FXIIa inh 1536	Rad51 HR inh	hK5 inh	Mdm2 ligase inh	14-3-3 Bad PPI	p97 inhibitor
# `Cc1ccc2c(c1)C1CN(C)CCC1N2C(=S)Nc1ccc(Cl)cc1Cl` (stereo not drawn) is listed with -2	-2	-2	6	-2	-1	-13	-1	3
# `CCN(CC)S(=O)(=O)c1cccc(-c2nnc(C(=O)c3ccc(C(F)(F)F)cc3)o2)c1` is listed with 3	5	0	14	-7	-9	-11	-9[fluorescence artefact?]	-1
# `Cc1ccccc1CN(c1ccc(C(N)=O)cc1)S(C)(=O)=O` is listed with 8	0	-2	12	2	-11	-22	-9	6

# Part of the list above, with bars between the fields:
mol | eIF4E 4G PPI | FXIa inh | Wee1 degr inh | FXIIa inh 1536 | Rad51 HR inh | hK5 inh | Mdm2 ligase inh | 14-3-3 Bad PPI | p97 inhibitor
O=C(CCS(=O)(=O)c1ccc(Cl)cc1)NCCc1c[nH]c2ccccc12 | -1 | 0 | -1 | 10 | -14 | 10 | 8 | -7 | 2
Cc1ccccc1CN(c1ccc(C(N)=O)cc1)S(C)(=O)=O | 8 | 0 | -2 | 12 | 2 | -11 | -22 | -9 | 6

# The list goes on.
SMILES,eIF4E 4G PPI,FXIa inh,Wee1 degr inh,FXIIa inh 1536,Rad51 HR inh,hK5 inh,Mdm2 ligase inh,14-3-3 Bad PPI,p97 inhibitor
Cc1c(Cl)c(-c2n[nH]c(=S)n2-c2ccccc2)nn1C,7,6,-3,6,nt,2,-5,5[fluorescence artefact?],0
O=c1c2ccccc2nc2n1CCC2,94*,4,-1,14,7,60*,-15,94*,2
O=C(c1ccco1)N(Cc1nc2ccccc2c(=O)[nH]1)C1CCCC1,-8,6,0,17,3,-33,-22,-12,-2
O=C(NC(=S)Nc1ccc(Br)cn1)c1cncc(Br)c1,-7,-2,3,1,-4,-11,-48,-5,3
O=c1c2sccc2n(Cc2cccc(F)c2)c(=O)n1-c1ccc(F)cc1,13[fluorescence artefact?],7,-1,18,-2,-9,3,-14,4
CC/S(CC1CC1(Cl)Cl)=N\S(=O)(=O)c1ccc(C)cc1 (stereo not drawn),-2,-13,0,-1,-6,-18,-18,-12,1
CCCN(CCC)CCCNC(=O)CNC(=O)c1nn(-c2ccc(OC)cc2)c(=O)c2ccccc12,7,2,-3,10,0,6,-1,3,3
COc1ccc(-n2ncc3c(N4CCCCC4)ncnc32)cc1,2,5,-3,16,7,-8,-83,8,-2
COC(=O)C(Cc1ccccc1)NC(=S)NC(=O)c1ccccc1 (stereo not drawn),-1,-5,-2,4,6,-3,-16,-12,-2
Cc1nc(SCc2ccccc2C)n[nH]1,4,-1,0,5,-7,-2,-12,-2,9
CN(C)n1cnc2ccsc2c1=O,0,-8,-1,-1,-11,-14,0,26,3
CN(C)/C(=N\OC(=O)c1ccccc1)c1nonc1N,-2,7,-2,12,nt,0,-2,-11,5
O=C(CN1CCN(Cc2ccc(Cl)cc2)C1=O)NCCCN1CCOCC1,-1,-17,1,-2,-6,25,-20,-8,-3
COc1ccc(Cl)cc1S(=O)(=O)n1nnc2ccccc21,12,-7,4,-1,5,-12,-13,46,6
COCCNC(=O)CCCn1c(=O)c2ccccc2n(CC(=O)NCCC2=CCCCC2)c1=O,-5[fluorescence artefact?],0,0,-9,1,-12,-1,-8,5
Cc1nc(C(=O)NCCC(C)C)sc1C1(C)CC(c2ccccc2)=NO1 (stereo not drawn),5,-1,nt,4,-10,1,12,1,nt
O=C(CSC1=Nc2ccccc2C2=NC(Cc3c[nH]c4ccccc34)C(=O)N12)NC1CCCCC1 (stereo not drawn),9,3,-1,25,-10,36,-25,-8,5
COC(=O)NCC(c1cccnc1)N1CCN(c2ccccc2OC)CC1 (stereo not drawn),-4,3,1,3,-1,7,-7,-3[fluorescence artefact?],-1
O=C(Nc1cccc(Cl)c1)Nc1nnc(CSCCOc2ccc(Cl)cc2)s1,-3[fluorescence artefact?],20,-5,27,-21,-10,-27,1[fluorescence artefact?],6
CC(C)n1c(SCC(=O)NCc2ccco2)nc2c1c(=O)n(C)c(=O)n2C,nt,-4,0,8,-3,-12,0,nt,-1
Cn1c(CN2CCCCC2)nc2cc(NC(=O)c3cccs3)ccc21,-2[fluorescence artefact?],-5,0,-16,-2,-12,-9,0[fluorescence artefact?],3
Cc1cc(C)c2c(NC(N)=S)n[nH]c2n1,-3,0,0,7,3,-1,-8,-5,3
COc1cccc2cc(C(=O)N3CCCCC3C)c(=O)oc12 (stereo not drawn),1[fluorescence artefact?],5,-1,15,0,-6,-12,-7,-4
CCCCc1c(C)nc(N)[nH]c1=O,-9,-6,2,3,-3,-8,nt,-4[fluorescence artefact?],1
O=c1n(CCCN2CCN(c3cccc(Cl)c3)CC2)nc2ccccn12,2,-2,-3,8,-8,-18,nt,11,-1
# New compounds follow.
SMILES,eIF4E 4G PPI,FXIa inh,Wee1 degr inh,FXIIa inh 1536,Rad51 HR inh,hK5 inh,Mdm2 ligase inh,14-3-3 Bad PPI,p97 inhibitor
Cc1noc(C)c1C(=O)OCC(=O)NCCC1=CCCCC1,2,4,4,7,1,4,-2,0,5
N#CCCN(Cc1ccccc1)C(=O)Nc1ccc(F)cc1,3,-4,0,4,20,-6,-4,-3,3
C/C(=N\OC(=O)c1cccc(C)c1)c1sc(-c2ccccc2)nc1C,-4,11,2,13,-5,-24,2,15[fluorescence artefact?],0
CC(C)C(=O)Nc1nnc(SCC(=O)Nc2ccc3c(c2)OCO3)s1,-2[fluorescence artefact?],4,-1,10,6,-10,-4,-3[fluorescence artefact?],6
O/N=C(\c1ccc2c(c1)OCCO2)C1CCCCC1,nt,5,1,15,5,29,9,nt,1
O=C(NNC(=S)NCc1ccco1)c1ccc(Cl)s1,-1,5,2,21,1,-135,-4,-15,1

# Quoted from the listing.
# O=C(NNC(=S)NCc1ccco1)c1ccc(Cl)s1 | p97 inhibitor = 1
# O/N=C(\c1ccc2c(c1)OCCO2)C1CCCCC1 | Wee1 degr inh = 1
# C/C(=N\OC(=O)c1cccc(C)c1)c1sc(-c2ccccc2)nc1C | eIF4E 4G PPI = -4
